DUSP3 inh: inhibitors of human VHR1 phosphatase (DUSP3). P51452. recombinant VHR phosphatase, pNPP absorbance. inhibition, % at 13.3 µM. 290,000 compounds, 0.52% hits. AID 1654; in the data active = inhibition above about 50%; note: some compounds called inactive have numbers as strong as hits
Target sequence (P51452 whole entry, looked up): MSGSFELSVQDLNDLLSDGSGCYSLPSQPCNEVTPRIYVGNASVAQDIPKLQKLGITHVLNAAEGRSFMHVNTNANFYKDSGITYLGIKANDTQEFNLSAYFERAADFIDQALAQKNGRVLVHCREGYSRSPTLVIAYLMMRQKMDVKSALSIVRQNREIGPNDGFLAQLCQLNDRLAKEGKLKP
Mtb BioA inh: BioA (M. tuberculosis) enzyme inhibition. purified M. tuberculosis BioA enzyme, plate reader. inhibition, % at 9.99 µM. 360,000 compounds, 0.096% hits; in the data active = inhibition above about 40%
FadD28 binding: M. tuberculosis FadD28 bisubstrate binding inhibition | AID 588549 | FadD28 bisubstrate probe binding, fluorescence polarization | inhibition, % at 12.5 µM | 360,000 compounds, 0.22% hits; in the data active = inhibition above about 8.5%, passing the limit was not always enough
MazF activator: increases E. coli MazEF RNase cleavage of RNA; P0AE70; FAM/BHQ RNA-DNA oligo cleavage fluorescence, 5 h; activation, % at 20 µM; 350,000 compounds, 0.32% hits; AID 504720; in the data active = activation above about 50%
Target sequence (P0AE70 whole entry, looked up): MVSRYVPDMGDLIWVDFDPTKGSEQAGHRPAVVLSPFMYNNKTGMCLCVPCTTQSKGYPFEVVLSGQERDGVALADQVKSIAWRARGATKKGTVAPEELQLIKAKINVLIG
Mtb FBA inh: inhibitors of M. tuberculosis fructose-bisphosphate aldolase. P9WQA3. purified M. tuberculosis FBA, fluorescence read-out. inhibition, % at 1 µM. 360,000 compounds, 2.3% hits. AID 588726; in the data active = inhibition above about 27%;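 note: 0% = vehicle and 100% = reference inhibitor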
Target sequence (P9WQA3 whole entry, looked up): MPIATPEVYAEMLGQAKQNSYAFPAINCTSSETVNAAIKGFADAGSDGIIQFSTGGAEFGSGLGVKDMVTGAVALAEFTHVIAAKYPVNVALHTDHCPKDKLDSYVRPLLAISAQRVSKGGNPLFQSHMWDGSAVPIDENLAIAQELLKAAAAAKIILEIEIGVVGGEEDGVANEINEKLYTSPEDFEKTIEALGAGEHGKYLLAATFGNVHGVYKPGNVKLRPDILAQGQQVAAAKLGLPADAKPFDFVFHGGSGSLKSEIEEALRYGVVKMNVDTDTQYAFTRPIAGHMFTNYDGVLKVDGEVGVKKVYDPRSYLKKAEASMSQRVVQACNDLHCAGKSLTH
Rv3671c protease: inhibitors of M. tuberculosis serine protease Rv3671c; 320,000 compounds, 0.048% hits; AID 2606; inhibition, % at 5.96 µM; P9WHR9; in the data active = inhibition above about 38%;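 note: extracellular domain of Rv3671c used as enzyme; 0% = enzyme with DMSO and 100% = no enzyme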
CCHFV vOTU inh: CCHFV vOTU protease inhibition | Pep-AMC fluorescence | inhibition, % at 11.5 µM | 370,000 compounds, 0.55% hits | AID 651958; note: 0% = vehicle wells with enzyme and 100% = no enzyme wells
BoNT F protease: inhibitors of Botulinum neurotoxin F light chain protease. Multiplex microsphere protease cleavage assay, flow cytometry. inhibition, % at 10 µM. 360,000 compounds, 0.22% hits. AID 588497; in the data active = inhibition above about 35%, passing the limit was not always enough; note: plate controls were buffer without enzyme for full effect and enzyme alone for no effect
UGM FP inh: blocks M. tuberculosis UGM enzyme; P9WIQ1; purified UGM, fluorescence polarization probe displacement; inhibition, % at 10 µM; 320,000 compounds, 0.06% hits; AID 504406; in the data active = inhibition above about 10%, passing the limit was not always enough
Target sequence (P9WIQ1 whole entry, looked up): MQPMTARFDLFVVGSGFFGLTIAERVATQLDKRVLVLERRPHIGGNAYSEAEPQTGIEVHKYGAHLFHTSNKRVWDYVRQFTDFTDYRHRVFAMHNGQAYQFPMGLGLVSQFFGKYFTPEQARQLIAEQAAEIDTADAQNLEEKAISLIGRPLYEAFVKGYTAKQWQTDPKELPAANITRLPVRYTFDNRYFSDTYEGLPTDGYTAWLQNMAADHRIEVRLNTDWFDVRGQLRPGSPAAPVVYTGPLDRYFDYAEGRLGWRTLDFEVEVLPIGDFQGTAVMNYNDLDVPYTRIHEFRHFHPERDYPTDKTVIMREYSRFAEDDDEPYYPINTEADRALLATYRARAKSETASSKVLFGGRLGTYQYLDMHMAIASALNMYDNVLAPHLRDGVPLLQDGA
GDH-TPI inh: counter-screen for M. tuberculosis FBA inhibitors: GDH-TPI coupled enzymes; inhibition, % at 4.8 µM; AID 588335; GDH-TPI coupled enzyme counterscreen, NADH absorbance; 360,000 compounds, 1.2% hits;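 note: 0% = DMSO wells and 100% = wells lacking the enzyme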
An asterisk follows results filed as active; x = not tested or not shown; + = active, no number. Cut-off read from the data, not from the text of the source, unless noted: active = inhibition above about 30%; inactive = the rest.

Abbreviations – A = DUSP3 inh; B = Mtb BioA inh; C = FadD28 binding; D = MazF activator; E = Mtb FBA inh; F = Rv3671c protease; G = CCHFV vOTU inh; H = BoNT F protease; I = UGM FP inh; J = GDH-TPI inh
Compound: Cc1cnc([N+](=O)[O-])n1CCOC(=O)NC(=O)c1ccc(C(F)(F)F)cc1
  A: 4.7	B: -1.1	C: -0.3	D: 2.2	E: 0.7	F: 4.0	G: 5.4	H: -6.0	I: -2.2	J: 10.1

Compound: O=C(NS(=O)(=O)Oc1ccc(F)cc1F)OC[C@@H]1CCCN2CCCCC12 (stereo partly drawn)
  A: 30.7	B: -0.1	C: 0.5	D: 5.4	E: 1.7	F: 1.8	G: 8.2	H: -0.4	I: 0.1	J: 4.7

Compound: CCC(C)NC(=O)CCc1c(C)nc2nc(-c3cc(OC)cc(OC)c3)nn2c1C (stereo not drawn)
  A: 21.3	B: 0.9	C: -5.1	D: 0.3	E: 2.6	F: -1.1	G: -9.2	H: 14.4	I: 3.2	J: 3.4

Compound: COc1ccc(/C=C2\SC(=O)N(CCC(=O)NCCCn3ccnc3)C2=O)cc1
  A: 14.9	B: -0.8	C: -3.9	D: 3.0	E: -5.4	F: -5.0	G: 19.8	H: 4.5	I: -2.9	J: 43.6*

Compound: Cc1ccc2nc(C)c(C(=O)N/N=C/c3ccc(C(=O)O)cc3)cc2c1
  A: -7.4	B: x	C: -4.2	D: 10.5	E: 1.0	F: 0.4	G: 1.9	H: -1.2	I: 0.8	J: 1.6

Compound: NS(=O)(=O)c1ccc(CNC(=O)C2CCCN2C(=O)c2cccs2)cc1 (stereo not drawn)
  A: x	B: x	C: -0.1	D: -6.0	E: -0.1	F: -2.1	G: 14.7	H: -3.9	I: 1.4	J: 2.3

Compound: CCNS(=O)(=O)c1cc(Br)ccc1OC
  A: -18.0	B: -0.8	C: -1.8	D: 10.9	E: 0.4	F: 4.8	G: 0.3	H: -1.4	I: -1.1	J: -0.6

Compound: O=C(NC1CCS(=O)(=O)C1)N1CCCCC1 (stereo not drawn)
  A: 26.9	B: 11.0	C: -0.8	D: 0.2	E: 1.3	F: -3.7	G: 5.6	H: 0.3	I: 3.0	J: 0.4

Compound: CC(CCc1ccccc1)NC(=O)CNc1cccc([N+](=O)[O-])c1 (stereo not drawn)
  A: -22.9	B: 1.2	C: -3.2	D: -0.3	E: 2.0	F: 6.3	G: 14.0	H: -18.1	I: -1.4	J: -0.7

Compound: Cc1ccc(Nc2nc(NCCCN3CCOCC3)nc(N)c2[N+](=O)[O-])cc1C
  A: 41.8	B: x	C: 0.9	D: 7.9	E: -1.6	F: -5.0	G: 18.6	H: -5.8	I: x	J: 18.7

Compound: O=C(/C(=C(/[O-])c1ccccc1)[n+]1ccccc1)c1ccc([N+](=O)[O-])cc1
  A: 5.0	B: 1.4	C: -2.0	D: -2.1	E: 0.6	F: 8.9	G: 6.4	H: -9.2	I: 1.2	J: 29.6

Compound: COc1ccc(N(CC(=O)Nc2ccc3c(c2)OCO3)S(=O)(=O)c2ccccc2)c(OC)c1
  A: -25.0	B: -3.0	C: 0.6	D: 9.1	E: 0.3	F: -13.1	G: -13.3	H: 8.7	I: 0.5	J: 2.5

Compound: COc1ccccc1NC(=O)Nc1ncccc1C
  A: 1.1	B: -1.4	C: -1.7	D: 3.4	E: 3.2	F: -6.3	G: 1.0	H: 1.4	I: 0.2	J: 3.9

Compound: Cc1ccc(-c2nc3c(=O)n(C)c4ccccc4c3o2)cc1
  A: -0.5	B: -0.2	C: -0.8	D: 33.0	E: 34.7*	F: 3.6	G: -9.6	H: -18.4	I: 0.2	J: 7.7

Compound: Cc1cc(C)c(NC(=O)CS(=O)CC(=O)N2CCN(c3ccc(F)cc3)CC2)c(C)c1 (stereo not drawn)
  A: 21.3	B: -0.1	C: -2.4	D: 2.7	E: 5.2	F: -2.1	G: -7.8	H: -0.3	I: 0.7	J: -2.4

Reprinted from the part before: 5 compounds; new compounds follow.
Abbreviations – A = DUSP3 inh; B = Mtb BioA inh; C = FadD28 binding; D = MazF activator; E = Mtb FBA inh; F = Rv3671c protease; G = CCHFV vOTU inh; H = BoNT F protease; I = UGM FP inh; J = GDH-TPI inh
Compound: O=C(/C(=C(/[O-])c1ccccc1)[n+]1ccccc1)c1ccc([N+](=O)[O-])cc1
  A: 5.0	B: 1.4	C: -2.0	D: -2.1	E: 0.6	F: 8.9	G: 6.4	H: -9.2	I: 1.2	J: 29.6

Compound: COc1ccc(N(CC(=O)Nc2ccc3c(c2)OCO3)S(=O)(=O)c2ccccc2)c(OC)c1
  A: -25.0	B: -3.0	C: 0.6	D: 9.1	E: 0.3	F: -13.1	G: -13.3	H: 8.7	I: 0.5	J: 2.5

Compound: COc1ccccc1NC(=O)Nc1ncccc1C
  A: 1.1	B: -1.4	C: -1.7	D: 3.4	E: 3.2	F: -6.3	G: 1.0	H: 1.4	I: 0.2	J: 3.9

Compound: Cc1ccc(-c2nc3c(=O)n(C)c4ccccc4c3o2)cc1
  A: -0.5	B: -0.2	C: -0.8	D: 33.0	E: 34.7*	F: 3.6	G: -9.6	H: -18.4	I: 0.2	J: 7.7

Compound: Cc1cc(C)c(NC(=O)CS(=O)CC(=O)N2CCN(c3ccc(F)cc3)CC2)c(C)c1 (stereo not drawn)
  A: 21.3	B: -0.1	C: -2.4	D: 2.7	E: 5.2	F: -2.1	G: -7.8	H: -0.3	I: 0.7	J: -2.4

Compound: COc1ccccc1N(C(=O)CNC(=O)c1ccco1)C(C(=O)NC1CCCC1)c1ccncc1 (stereo not drawn)
  A: 4.4	B: -2.6	C: -0.7	D: 2.4	E: -2.8	F: -5.0	G: 2.7	H: -5.4	I: -1.6	J: 2.6

Compound: CCOC(=O)N(C)c1c(CC)nc2c(OCc3ccc(F)cc3)cccn12
  A: x	B: 1.9	C: -0.5	D: x	E: -0.1	F: x	G: 1.4	H: 4.0	I: x	J: 1.8

Compound: Cc1cc(C)n(-c2ncnc3sc(C)c(C)c23)n1
  A: 16.8	B: x	C: -1.1	D: -1.2	E: 13.3	F: 1.7	G: -7.7	H: -1.5	I: -2.0	J: 8.8

Compound: COc1ccc(NC(=O)Cn2nc(C)c([N+](=O)[O-])c2C)cn1
  A: 18.4	B: x	C: -4.3	D: -2.9	E: -1.5	F: -2.7	G: 6.2	H: -1.9	I: 0.7	J: -6.8

Compound: CCOc1cc2c(cc1OCC)C(C(=O)O)C(c1cc(OC)c(OC)c(OC)c1)N(C)C2=O (stereo not drawn)
  A: -2.0	B: -1.3	C: -3.1	D: -2.6	E: 2.0	F: 1.9	G: 5.9	H: -5.7	I: -0.3	J: 0.0

Compound: Cc1ccc2cc(C)c(SCC(=O)Nc3cc(C)on3)nc2c1
  A: 13.0	B: -9.9	C: x	D: 17.5	E: 5.0	F: -16.9	G: -11.5	H: -0.9	I: 0.5	J: 11.2

Compound: CCCCOc1ccccc1Cn1c(=O)oc2ccccc21
  A: 17.9	B: -0.7	C: -1.3	D: -3.4	E: -5.5	F: -3.0	G: 9.7	H: -4.7	I: 1.1	J: -2.5

Compound: CCCCN(C(=O)NC(=O)Nc1ccccc1C)S(C)(=O)=O
  A: 36.7	B: -0.7	C: -0.9	D: 9.9	E: -0.5	F: -1.5	G: -2.1	H: 3.2	I: -0.7	J: 12.2

Compound: COc1cc(/C=N/NC(=O)c2c(-c3ccccc3)noc2C)cc(OC)c1OC
  A: 4.0	B: -0.6	C: -0.3	D: 1.0	E: -0.5	F: 9.2	G: 8.6	H: 0.3	I: 2.2	J: 10.1

Compound: CCN(CC)c1ncnc2scc(C3COc4ccccc4O3)c12 (stereo not drawn)
  A: 26.4	B: 1.6	C: -0.8	D: 0.3	E: 1.6	F: 3.2	G: 11.8	H: -29.1	I: 2.2	J: 10.5

Compound: O=S(=O)(Cc1ccccc1)c1ccccc1-c1nnc(-c2ccccc2)o1
  A: 3.6	B: -1.1	C: -5.4	D: 5.7	E: 6.7	F: -0.9	G: 10.5	H: 4.4	I: -0.8	J: -5.4

Compound: COc1ccc(CNC(=O)C(c2ccncc2)N(C(=O)Cc2cccs2)c2cccc(C)c2)cc1 (stereo not drawn)
  A: 22.8	B: -2.7	C: -0.2	D: -6.6	E: -1.3	F: -6.6	G: -16.5	H: -0.1	I: 0.4	J: 4.8

Compound: COC(=O)C1=C(C)N(Cc2ccccc2)C(=NCc2ccccc2)N[C@H]1c1cccc(C(F)(F)F)c1
  A: x	B: -0.9	C: -11.3	D: -3.8	E: 2.6	F: 1.0	G: x	H: -14.7	I: -4.6	J: 3.5

Compound: O=C(COc1ccc(/C=C\[N+](=O)[O-])cc1)N1CCOCC1
  A: 4.7	B: x	C: -4.9	D: -3.9	E: -3.0	F: -2.2	G: -9.4	H: 1.2	I: -2.0	J: -5.4

Compound: CC(C)=CC(=O)Nc1cccc(S(=O)(=O)NC2=NCCCCC2)c1
  A: x	B: 1.2	C: -4.3	D: 5.0	E: -0.6	F: 3.8	G: 2.5	H: 4.4	I: -0.6	J: -4.0

Compound: CC(=O)N(c1ccc2oc(=O)sc2c1)S(=O)(=O)c1ccc(C)cc1
  A: 17.0	B: -0.2	C: -3.6	D: 8.4	E: -6.3	F: -7.0	G: 0.1	H: 1.9	I: 2.4	J: -3.0

Compound: Cc1ccc(Nc2nnc(SCC(=O)Nc3cccnc3Cl)s2)cc1C
  A: 4.4	B: 1.5	C: -2.9	D: 2.0	E: -0.9	F: -8.6	G: -12.6	H: 9.7	I: 0.4	J: 14.1

Compound: O=C(NCCO)c1cc2c([nH]c3ccccc32)c(-c2ccccc2)n1
  A: 3.0	B: 11.1	C: -2.5	D: -0.8	E: 24.0	F: -5.9	G: -21.0	H: -10.4	I: -1.9	J: 18.0

Compound: Cc1ccc(NC(=O)[C@H](NC(=O)[C@@H]2Cc3ccccc3CN2)c2ccccc2)cc1
  A: -1.9	B: -2.0	C: -0.9	D: -1.9	E: 7.4	F: -8.5	G: 18.4	H: -7.9	I: 1.8	J: 0.5

Compound: O=C(Nc1ccc(F)cc1)c1cn(-c2ccccc2)nc1-c1ccncc1
  A: 22.0	B: 0.3	C: -7.8	D: 1.1	E: -4.9	F: -14.3	G: -4.7	H: -5.8	I: -0.9	J: 4.7

Compound: O=C(COc1ccccc1)Nc1cccc(-c2cn3cccnc3n2)c1
  A: 6.2	B: 38.0	C: -4.2	D: -0.3	E: +	F: 7.5	G: -247.4	H: -1.3	I: -2.0	J: 2.1

Compound: COC(=O)c1ccc(C#Cc2ccccc2)o1
  A: 27.1	B: -1.9	C: 0.2	D: -1.1	E: 57.8*	F: 2.1	G: -14.6	H: 2.0	I: -3.0	J: 2.9

Compound: N/C(CN1CCCC1=O)=N\O
  A: -13.1	B: -0.7	C: -1.4	D: 2.4	E: 3.4	F: -10.4	G: -6.6	H: -3.8	I: 1.1	J: -6.8

Compound: CSc1sc(C(=O)O)c2c1C(=O)CC(C)(C)C2
  A: x	B: -0.1	C: -4.5	D: 4.4	E: 1.4	F: -2.6	G: 9.7	H: 6.0	I: 0.5	J: 6.2

Compound: O=C(CSc1ccc(-c2ccccc2)nn1)NC1CCCCC1
  A: 1.8	B: 0.6	C: 1.7	D: 5.2	E: 4.7	F: 6.1	G: 5.0	H: 6.2	I: 0.5	J: 5.2

Compound: CCN(C(=O)COC(=O)c1ccco1)c1cccc2ccccc12
  A: x	B: 2.5	C: -2.8	D: 2.0	E: 0.6	F: 7.6	G: -0.1	H: -8.6	I: 0.8	J: -2.5

Compound: CCc1ccc(N(C(=O)c2snc(C(N)=O)c2N)C(C(=O)NCC2CCCO2)c2ccco2)cc1 (stereo not drawn)
  A: -7.0	B: 0.7	C: -3.3	D: 6.0	E: 4.2	F: -3.5	G: -0.5	H: -5.4	I: -0.9	J: 1.5

Compound: COc1cc2c(-c3cc(F)cc(F)c3)c(-c3ccsc3)oc(=O)c2cc1OC
  A: x	B: 0.4	C: -2.9	D: -0.2	E: -1.2	F: 0.5	G: -4.9	H: -4.4	I: 2.6	J: 4.9

Compound: O=C(CC1C(=O)N(c2ccccc2)C(=S)N1c1ccccc1)c1ccccc1 (stereo not drawn)
  A: 4.7	B: x	C: -2.9	D: -5.2	E: -1.2	F: 5.5	G: 9.4	H: -0.9	I: -1.9	J: 7.8

Screening data as filed in PubChem BioAssay.
